BCR signal inh = inhibitors of chronic active B-cell receptor signaling. Potency, µM (highest dose often 46.1 µM), without a hit: at the highest dose ratio change, negative = lower green/red ratio, most hits filed as inhibitors. AID 493014. ABC-DLBCL IkBa-CBG/CBR reporter, luminescence ratio, 4 h. actives 0.05% (n = 340,000); active = well fitted inhibition curve with a large enough effect in the signal ratio, with a control signal flat, not every such curve was filed as active; inconclusive = small, poorly fitted or top-dose-only effect, or effect the other way, or a change in a side signal; the % refers to the signal ratio;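 note: potency is the fitted concentration of half-maximal effect; plate controls were basal doxycycline-induced cells for no effect and cells given 10 µM MG132 for full effect; MG132 reads +100%, hits lower the ratio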
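Cell line TMD8 (human ABC DLBCL), stably expressing tet-inducible CBG68-IkBa fusion and CBR; IMDM/0.5% FBS; cpd up to 46 uM; dox induction, 4 h, 37C/5% CO2; dual luminescence; green/red ratio; MG132 control.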
Coupling enz = counter-screen for Giardia aldolase inhibitors: coupling enzyme system; coupling enzyme system counterscreen, AmpLite Red fluorescence; activity change, negative = inhibition, % at 58.2 µM, hits read low; actives 0.67% (n = 290,000); AID 2472; in the data active = activity change below about -30%; note: % is set by controls: 0 for no effect and ±100 for the full control effect
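Final compound at 57.5 uM, incubated 10 min at RT with coupling enzyme reagent (glyceraldehyde-3-phosphate), then 20 min with substrate and AmpLite Red detection. Fluorescence read at 525/598 nm; tests interference with the coupling assay, not aldolase inhibition.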
CXXC DNA block = MLL CXXC-DNA interaction inhibition; Q03164; MLL-CXXC / FITC-HOXA9 DNA fluorescence polarization; Potency, µM (top dose mostly 115 µM), for inactives: at the top dose activity change, negative = inhibition, hits mostly inhibitors; actives 0.037% (n = 290,000); AID 2662; active = well fitted inhibition curve with a large enough effect in the polarisation, with a control signal flat, not every such curve was filed as active; inconclusive = small, poorly fitted or top-dose-only effect, or effect the other way, or a change in a side signal; inactive = no such curve, though single readings can be large or run the other way; the % refers to the polarisation; note: potency is the fitted concentration of half-maximal effect
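Fluorescence polarization: 7 uM MLL-CXXC (stock) preincubated 5 min with compounds, then 50 nM fluorescein-HOX-A9 DNA (stock) added; 30 min ambient. Buffer 50 mM Tris-HCl pH 7.5, 50 mM NaCl, 1 mM DTT, 0.05% BSA.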
TSHR antag = blocks TSH signaling through the human TSH receptor; TSHR-expressing cells, TSH-stimulated cAMP HTRF, 2 h; stronger effect = lower value; actives 0.2% (n = 330,000); P16473; activity change, negative = inhibition, % at 11.5 µM;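 active = activity change below a set negative limit, meaning inhibition stronger than a set level, cut at about -70% in these data; inconclusive = activity change between two set negative limits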; note: % is set by controls: 0 for no effect and ±100 for the full control effect
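Antagonism was scored as loss of TSH-driven cAMP in TSHR cells, stimulated with 4nM TSH (EC80) for 2 hours at 37 deg C and detected by homogeneous HTRF competition immunoassay.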
Giardia kill = Giardia lamblia killing; Giardia lamblia trophozoite viability; activity change, % at 7.66 µM, hits read low; actives 0.15% (n = 340,000); AID 540267; in the data active = activity change below about -80%; inconclusive = between about -30% and that limit;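 note: parasites exposed to compound for two days anaerobically before the ATP read; % is set by controls: 0 for no effect and ±100 for the full control effect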
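Killing of trophozoites was scored by loss of ATP luminescence after a 48 hrs anaerobic exposure to compounds at 37 deg C, using 100 cells per well.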
Tb PFK block = T. brucei PFK enzyme inhibition. O15648. T. brucei PFK, ADP-Glo luminescence. Potency, µM (doses to about 57.5 µM), for inactives: top-dose activity, negative = inhibition, most hits filed as inhibitors. actives 0.17% (n = 330,000);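 note: potency is the fitted concentration of half-maximal effect; 0% = uninhibited 1x PFK enzyme wells and -100% = no-enzyme wells; nearly all actives have a fitted effect of over 60% in size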
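Luminescent ADP detection (ADP-Glo, two-step: ATP depletion then ADP-to-ATP conversion for luciferase) reported PFK activity after 45 min room-temperature reaction of 1.25 nM enzyme with 0.5 mM F6P and 0.1 mM ATP at pH 8.0.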
GALK inh = galactokinase (human) inhibition; P51570; Purified GALK, Kinase-Glo residual ATP luminescence; Potency, µM (titrated, usually from 57.5 µM), inactives show at the top dose activity change, negative = inhibition, most hits filed as inhibitors; actives 0.007% (n = 270,000); AID 1868; note: potency is the fitted concentration of half-maximal effect; % is set by controls: 0 for no effect and ±100 for the full control effect
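Luminescence from leftover ATP (Ultra-Glo luciferase/luciferin) served as read-out after a 1 h room-temperature reaction of 5 nM GALK with 35 uM ATP and 100 uM galactose.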
TCR act = activators of T cell receptors | primary human leukocytes, anti-CD3, IL-2 HTRF, 48 h | Potency, µM (series often up to 9.22 µM), for the others: at the highest dose activation of IL-2 secretion, actives largely listed as activators | 330,000 tested, under 10 active | AID 504894; note: % of control where 0% means no effect
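Primary human leukocytes receive a-CD3 beads and test compound and are incubated 48 hr. Secreted IL-2 is then assayed by HTRF, measuring 665nm acceptor emission after 320nm excitation of the europium donor.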
hERG WT inh = KCNH2 (human, wildtype) channel inhibition; Q12809; U2OS, BacMam KCNH2, thallium flux FluxOr; stronger effect = lower value; activity change, % at 1.84 µM; actives 0.37% (n = 340,000);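 active = maximum activity change below -70%; inconclusive = maximum activity change between -70% and -50%; inactive = maximum activity change above -50%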; note: % is set by controls: 0 for no effect and ±100 for the full control effect
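U2OS cells transduced with wild-type KCNH2 virus are loaded with FluxOr dye for 45 min, and thallium flux is measured in kinetic reads before and after stimulation buffer. Rate constants are normalized to DMSO controls.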
AT treatment = potential ataxia-telangiectasia treatments restoring KAP-1 phosphorylation; actives 0.19% (n = 320,000); […] A-T fibroblasts, KAP-1 phosphorylation AlphaLISA; neocarzinostatin DNA damage 30 min before lysis; Potency, µM (top dose mostly 57.5 µM), without a hit: at the top dose activation, usual class: activators; note: potency is the fitted concentration of half-maximal effect; % of control where 0% means no effect; nearly all actives have a fitted effect of over 45% in size
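ATM-like activity read as KAP-1 phosphorylation via AlphaLISA donor/acceptor antibody pairs after lysis and 6 hr at 25C. Cells were ATM-null patient fibroblasts ([…], hTERT), dosed 60 min, then exposed to the DSB inducer NCS for 30 min.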
* = called active by the depositor; i = inactive; ? = inconclusive; . = no result given; & = joins results of further samples; [ ] = another dose, or the depositor's remark. Unless noted, calls come from the whole dose curve; as a rule, active = well fitted curve in the direction sought with a large enough effect; inconclusive = small, poorly fitted or top-dose-only effect, or another doubt; inactive = no such curve, though single readings can be large; an effect the other way counts as inactive or inconclusive. Random draw from the library; 1.6% or so of the library scored in one or more.

SMILES | BCR signal inh | Coupling enz | CXXC DNA block | TSHR antag | Giardia kill | Tb PFK block | GALK inh | TCR act | hERG WT inh | AT treatment
O=C(CCl)NNC(=O)c1c(O)c2ccccc2[nH]c1=O | ? | -3.0 | 28.4% | 6.4 | 12.5 | 1.7% | . | -3.3% | -4.6 | -3.3%
COC(c1ccccc1)c1nnc(CCC(=O)NCCCc2ccccc2)o1 (configuration not stated) | 7.8% | 4.0 | -5.1% | -6.6 | -9.8 | -4.2% | 5.5% | 8.1% | -3.1 | 5.3%
COc1ccc(NC(=O)C(NC(=O)Cc2cccs2)c2ccc(C)cc2)cc1 (configuration not stated) | -10.4% | -1.9 | 2.1% | -3.8 | 21.5 | 0.6% | 0.0% | 0.5%[46.1 µM] | 6.9 | 0.1%
O=C(CCn1nnc(-c2cccs2)n1)N1CCc2ccccc2C1 | ? | -14.2 | -6.8% | 18.3 | -15.9 | 0.6% | -3.9% | 6.2% | -0.6 | 10.5%
CCCCn1nc(NS(=O)(=O)c2cccc3nonc23)c2cc3cccc(C)c3nc21 | 5.7% | . | -2.3% | -6.8 | 10.8 | 0.1% | 3.1% | 0.5% | 11.1 | -0.9%
Cc1ccccc1NC(=O)Cc1nc(CSc2nnc(C3CCCCC3)n2N)cs1 | -1.1% | -0.9 | -1.7% | -1.3 | 25.0 | 1.8% | 0.6% | -6.4% | -18.3 | 2.8%
Cc1ccc(OCC(=O)O/N=C(\N)c2ccccn2)cc1C | ? | -4.0 | -10.4% | -15.2 | 0.6 | -4.0% | 0.1% | -3.5% | -18.7 | 4.1%
CCc1cccc(C)c1NC(=O)CSc1nnc(-c2cc3cc(Br)ccc3o2)n1CC | 3.6% | 5.3 | 9.5% | -12.7 | 13.6 | 6.4% | 0.3% | -7.3% | -3.7 | 7.5%
COc1ccc(/C=C(\NC(=O)c2ccccc2)C(=O)NCCC(=O)O)cc1 | 0.0% | 4.4 | -2.3% | 15.7 | 6.3 | 0.1% | -0.2% | -1.7% | -2.3 | 1.3%
O=C(NCc1ccccc1Cl)C1CCN(S(=O)(=O)N2CCOCC2)CC1 | -14.6% | 3.0 | 0.0% | -5.5 | -24.6 | 5.8% | 11.8% | -5.4% | . | 1.5%
COc1ccc(CCNCC2C(Oc3ccc(Cl)cc3)C(=O)N2c2ccccc2C)cc1OC (configuration not stated) | ? | -6.1 | 7.7% | 5.0 | 11.6 | 4.6% | -4.0% | -0.3% | i | 0.3%
CN1CCN(CCCNC(=O)Cn2nc(-c3ccccc3)ccc2=O)CC1 | 0.1% | 0.3 | -1.1% | 0.2 | 1.6 | -12.9% | -2.6% | 5.6% | 4.8 | 0.1%
CC(=O)c1c(OC(=O)c2ccccc2)c2ccccc2n1C | ? | 2.5 | 85.4%[activator] | -8.7 | -12.0 | -2.4% | . | . | -5.2 | 9.7%
CCOc1ccc(S(=O)(=O)NCC(c2ccc3c(c2)OCO3)N2CCN(C)CC2)cc1 (configuration not stated) | 0.4% | . | . | 17.0 | -5.4 | -4.8% | . | 9.0% | 28.0 | -1.8%
O=C(CSc1nc2c(c(=O)n1-c1ccccc1)SCC2)N1CCOCC1 | -2.1% | 0.1 | 3.5% | 4.1 | 1.7 | 3.0% | 0.9% | -6.5%[46.1 µM] | -13.1 | 3.6%
O=C(Cn1c(=O)oc2ccccc21)N(Cc1ccccc1)C1CCS(=O)(=O)C1 (configuration not stated) | 6.3% | 1.3 | -3.0% | -4.3 | -3.4 | -5.2% | -0.1% | -2.6% | 1.1 | 11.1%
O=C(COC(=O)c1ccc(O)cc1O)NCCN1C(=O)CSC1=O | -7.9% | 2.0 | 0.5% | -7.6 | -10.6 | 6.7% | -1.1% | -0.2% | 1.8 | 1.4%
Cc1cccc(OCCCC(=O)Nc2ccc(N3CCCCC3)cc2)c1C | -6.2% | -0.2 | 3.3% | -1.3 | -3.9 | -3.9% | 2.7% | 0.4% | -19.9 | 0.3%
COc1ccc(C(C)=O)cc1COC(=O)c1cc2ccccc2cc1O | 3.9% | -4.3 | -4.9% | -11.5 | -13.5 | -0.3% | 0.2% | 2.4% | 1.0 | -0.9%
O=C1/C(=C\c2cccc(O)c2)SC(=S)N1Cc1ccccc1 | 6.0% | 2.0 | -5.4% | -5.3 | 4.9 | -1.7% | -1.7% | 1.5% | -14.8 | ?
CC(C)NC(=S)N1CCN(S(C)(=O)=O)CC1 | 0.5% | 4.1 | 15.4% | 11.1 | 14.7 | -0.2% | -1.1% | -8.7%[46.1 µM] | -14.5 | -8.3%
O=C(Nc1ccon1)c1ccc(S(=O)(=O)N2CCOCC2)cc1 | 1.6% | -0.3 | 3.9% | 1.3 | -17.3 | 5.2% | -1.0% | -58.7% | . | 6.5%
CC(=O)NC1=NC(=O)/C(=C/N2CCOCC2)S1 | ? | 0.0 | 3.5% | 0.3 | 5.2 | 1.0% | -5.2% | 1.2% | -0.2 | 1.5%
CCCNC(=O)C(Cc1cccc(OC)c1)NC(=O)c1ccc(C#N)cc1 (configuration not stated) | 3.7% | . | . | 11.7 | -0.6 | 2.4% | . | 0.0% | 1.0 | 4.3%
CCc1ccccc1OCC(=O)Nc1ccc2c(c1)OCCO2 | -1.1% | 0.8 | 2.2% | -14.4 | 4.8 | 4.0% | 13.3% | 3.2% | -5.8 | -0.7%
The list goes on.
SMILES | BCR signal inh | Coupling enz | CXXC DNA block | TSHR antag | Giardia kill | Tb PFK block | GALK inh | TCR act | hERG WT inh | AT treatment
COc1ccccc1-c1nc(SC)n[nH]1 | ? | 0.1 | 1.1% | -2.3 | -10.7 | 1.2% | 0.8% | -8.2% | -5.8 | 4.1%
Cc1cccc(OCC(=O)Nc2ccc3c(c2)C(=O)NC3=O)c1 | ? | . | -0.2% | 9.2 | -9.9 | -25.8% | 0.7% | -2.7% | 13.0 | -5.5%
CCc1nc2ccc(C(=O)N3CCN(c4ccc(Cl)cc4)CC3)cc2nc1CC | 12.2%&19.3% | 0.6 | 10.2% | 15.4 | 0.1 | -6.1% | 4.3% | -3.0% | -4.1 | -10.0%
CC(C)c1cc(C(=O)N2CCCC(CCC(=O)NCc3ccccc3F)C2)n(C)n1 (configuration not stated) | -0.3% | 1.1 | 3.2% | -10.2 | 2.2 | 0.7% | -1.3% | 1.4% | -38.1 | 9.1%
O=C(CCCN=C1NS(=O)(=O)c2ccccc21)OCc1cc([N+](=O)[O-])cc2c1OCOC2 | -1.2% | 1.7 | 3.5% | -1.9 | -9.1 | -7.0% | 14.3% | -3.7% | 1.4 | 6.5%
CC(=O)Nc1ccc(S(=O)(=O)Oc2ccccc2N2C(=O)C3C4CCC(C4)C3C2=O)cc1 (configuration not stated) | ? | 1.7 | 2.9% | 7.3 | -6.4 | -27.0% | 2.4% | 4.0% | 2.8 | 1.7%
Cc1nn(C)cc1S(=O)(=O)N1CCN(Cc2ccccc2Cl)CC1 | 2.7% | 11.8 | -4.3% | 1.8 | 3.7 | -4.7% | 11.4% | 4.8% | -1.2 | 0.7%
CCCOc1ccc(C(=O)CCC(=O)NNC(=O)c2cccs2)cc1 | -6.2% | . | . | 9.7 | -10.1 | 3.7% | . | 1.7% | 0.2 | -0.8%
Cc1ccc(N2CC(C(=O)Nc3nnc(C)s3)CC2=O)cc1 (configuration not stated) | -0.4% | 2.2 | 8.3% | -5.2 | 10.0 | -2.5% | 2.1% | 3.2% | 2.3 | 0.7%
COc1cccc(C(=O)Nc2cccc3ccccc23)c1 | -2.6% | 0.7 | -16.1% | -8.2 | -7.2 | 0.1% | -5.1% | . | -1.2 | 3.3%
CN1CCNC(=O)C1CC(=O)N1CC=C(c2ccc(F)cc2)CC1 (configuration not stated) | ? | 3.3 | -1.6% | 12.4 | 3.4 | -0.6% | -1.1% | -4.0% | -0.9 | -2.6%
O=C(NC1CCS(=O)(=O)C1)C1CCCN(S(=O)(=O)c2ccc(Cl)cc2)C1 (configuration not stated) | -7.1% | -2.8 | 6.7% | 3.4 | -12.9 | 5.6% | 0.8% | 1.5%[46.1 µM] | 0.7 | -6.2%
COc1cnc(-c2ccccn2)nc1Sc1ccc(F)cc1 | -4.9% | 0.2 | 10.9% | 21.8 | -10.7 | 3.9% | 7.5% | 3.5% | -7.6 | 7.3%
O=C(NCCCN1CCN(CCCNC(=O)c2cccc(Cl)c2)CC1)c1cccc(Cl)c1 | -0.1% | 0.1 | 2.0% | 5.6 | 14.6 | -1.4% | 1.5% | 1.1%[46.1 µM] | -99.7* | 1.4%
O=C(CSc1nc2ccccc2[nH]1)c1ccccc1F | ? | -5.4 | 11.9% | 0.0 | -2.3 | -5.5% | -1.0% | 4.3% | -3.9 | 4.3%
COc1ccc(NC(=O)CN(Cc2ccccc2)S(C)(=O)=O)cc1 | -26.2% | 5.7 | -6.0% | -7.5 | -5.1 | -3.7% | 1.8% | -5.0% | -13.1 | .
